H37Rv inhibition – M. tuberculosis growth inhibition, HTS (AID 449762); M. tuberculosis H37Rv growth inhibition, 7H9 media; higher % means a stronger effect; inhibition, % at 25 µM, or IC50 in µM where a hit was titrated; actives 0.59% (n = 330,000); in the data active = a potency from the dose series; inconclusive = inhibition above about 70% without an active follow-up result;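 also: bacterial growth assessed after seven days of incubation; strong numbers were not always called active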
influenza NS1A – H1N1 influenza NS1A inhibitors, functional cell based assay (AID 504329) | NS1A functional cell-based assay, percent inhibition; higher % means a stronger effect | actives 0.3% (n = 340,000) | inhibition, % at 12.5 µM; hits with a dose series show IC50 in µM; in the data active = a potency from the dose series; inconclusive = inhibition above about 27% without an active follow-up result; also: strong numbers were not always called active
tuberculosis growth – growth inhibition of non-replicating M. tuberculosis (AID 488890) | Mycobacterium tuberculosis non-replicating, growth inhibition; higher % means a stronger effect | inhibition, % at 25 µM, or IC50 in µM where a hit was titrated | actives 0.39% (n = 320,000); in the data active = a potency from the dose series; inconclusive = inhibition mostly from about 82% at the one dose, without a potency; inactive = the rest, 99 in 100 with inhibition below about 76%;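 also: plate controls were DMSO cells for no effect and high antibiotic wells for full effect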
Salmonella PhoP GFP – PhoP regulon inhibitors, Salmonella typhi PhoP promoter GFP reporter, confirmatory (AID 1850); Salmonella Typhi PhoP-promoter GFP reporter, fluorescence, 4 h; higher % means a stronger effect; inhibition, % at 50 µM; hits with a dose series show IC50 in µM; actives 0.33% (n = 310,000); in the data active = a potency from the dose series; inconclusive = inhibition mostly from about 25% at the one dose, without a potency; inactive = the rest, 99 in 100 with inhibition below about 19%;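 also: 0% = induced wells with vehicle and 100% = uninduced wells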
inhibitors of VEEV – inhibitors of VEEV TC-83 cytopathic effect, confirmation, Vero cells (AID 588727) | Vero cells, VEEV TC-83 cytopathic effect inhibition; higher % means a stronger effect | inhibition, % at 20 µM; hits with a dose series show IC50 in µM | actives 0.13% (n = 350,000); in the data active = a potency from the dose series; inconclusive = inhibition mostly from about 14% at the one dose, without a potency; inactive = the rest, 99 in 100 with inhibition below about 12%; also: strong numbers were not always called active
inhibitors of VEEV 10K pilot screen – recorded beside inhibitors of VEEV, whose call it bears; inhibition, %; measured here: 10K pilot screen inhibition
Numbers without * were called inactive; & = joins results of further samples.

`Cn1nnnc1SCC(=O)Nc1nc(-c2ccc(F)c(F)c2)cs1` gave H37Rv inhibition inconclusive, influenza NS1A -10%, tuberculosis growth 8%, Salmonella PhoP GFP 1% and inhibitors of VEEV 10%.
`COc1cc(/C=N/NC(=O)c2cccc(C)c2)ccc1OCC(=O)Nc1ccccc1` gave H37Rv inhibition -2%, tuberculosis growth 21%, Salmonella PhoP GFP 2% and inhibitors of VEEV 11%.
For Cn1c(-c2ccccc2)cc2onc(-c3ccccc3)c2c1=O the results were H37Rv inhibition 4%, influenza NS1A -3%, tuberculosis growth 5%, Salmonella PhoP GFP 0% and inhibitors of VEEV 3.5%.
For CC(=O)c1ccc(NC(=O)NC2CCCc3ccccc32)cc1 (stereo not given) the results were H37Rv inhibition -8%, influenza NS1A -3%, tuberculosis growth 15%, Salmonella PhoP GFP -3% and inhibitors of VEEV 7.5%.
Cc1ncc([N+](=O)[O-])n1CC(=O)Nc1ccc(Br)cc1 was read as H37Rv inhibition 0%, influenza NS1A 14%, tuberculosis growth 10%, Salmonella PhoP GFP 1% and inhibitors of VEEV inactive.
Cc1cc2nc3c(nc2cc1C)C1(C(=O)N(C)C)CCC3(C)C1(C)C (stereo not given) was read as H37Rv inhibition 15%, influenza NS1A -2%, tuberculosis growth 7%, Salmonella PhoP GFP 6% and inhibitors of VEEV 1.6%.
Screening COc1cccc(/C=C2\SC(=O)N(CCC(=O)N3CCCCC3CCO)C2=O)c1 (stereo not given) returned H37Rv inhibition 6%, influenza NS1A 7%, tuberculosis growth -20%, Salmonella PhoP GFP -14% and inhibitors of VEEV 4.3%.
For CC(NC(=O)COC(=O)CC(c1ccccc1)c1ccccc1)c1ccccc1 (stereo not given) the results were H37Rv inhibition 12%, influenza NS1A -14%, tuberculosis growth 36%, Salmonella PhoP GFP -11% and inhibitors of VEEV 0.9%.
`COc1ccccc1CNC(=O)CN1NS(=O)(=O)c2ccccc2C1=O` gave H37Rv inhibition -12%, influenza NS1A 3%, tuberculosis growth 11% and inhibitors of VEEV 1.3%.
For CC(C(=O)O)c1ccc(-c2ccccc2)c(F)c1 (stereo not given) the results were H37Rv inhibition -7%&5%, influenza NS1A 6%&-3%, tuberculosis growth -2%&11%, Salmonella PhoP GFP -4%&-25% and inhibitors of VEEV 0.5%&0.8%.
Screening CC(C)(C)c1ccc(OCCOCCn2cnc3ccccc3c2=O)cc1 returned H37Rv inhibition 8%, influenza NS1A -10%, tuberculosis growth 68%, Salmonella PhoP GFP -5% and inhibitors of VEEV 1.8%.
CCNc1nc(NCC)n2c(SCC(=O)N3CC4(C)CC3CC(C)(C)C4)nnc2n1 (stereo not given) was read as H37Rv inhibition 1%, influenza NS1A 31%, tuberculosis growth 9%, Salmonella PhoP GFP -5% and inhibitors of VEEV 2.5%.
`Cc1onc(-c2ccccc2)c1C(=O)N/N=C/c1cc2c(cc1Br)OCO2` gave H37Rv inhibition -2%, influenza NS1A 0%, tuberculosis growth 4%, Salmonella PhoP GFP -10% and inhibitors of VEEV 5.5%.
`O=C(NCC1CCCO1)C1CCN(C2CCN(CCCC3CCCC3)CC2)CC1` (stereo not given) gave H37Rv inhibition 7%, influenza NS1A -13%, tuberculosis growth 1%, Salmonella PhoP GFP -2% and inhibitors of VEEV inactive.
For O=C(Nc1ccc(F)cc1)c1ccccc1NC(=O)C1CCCCC1C(=O)O (stereo not given) the results were influenza NS1A -3% and inhibitors of VEEV inactive.
`Cc1cc(OCC(=O)Nc2ccc(N3CCCC3)cc2)cc(C)c1Cl` gave H37Rv inhibition 3%, influenza NS1A 16%, tuberculosis growth inconclusive, Salmonella PhoP GFP -10% and inhibitors of VEEV 4.8%.
For NC(=O)Nc1ccc(C(=O)N2CCN(S(=O)(=O)Cc3ccccc3)CC2)cc1 the results were H37Rv inhibition -14%, influenza NS1A -7%, tuberculosis growth -9% and inhibitors of VEEV 3.2%.
`COc1ccc(CCC(=O)Nc2nc(C)c(C(=O)N(C)C)s2)cc1` gave H37Rv inhibition 0%, influenza NS1A 24%, tuberculosis growth 16%, Salmonella PhoP GFP -6% and inhibitors of VEEV 2.3%.
Screening O=C(O)c1ccccc1CSc1nnnn1-c1ccccc1 returned H37Rv inhibition 7%, influenza NS1A -11%, tuberculosis growth 10%, Salmonella PhoP GFP 7% and inhibitors of VEEV inactive.
C[C@H](CO)N1C[C@H](C)[C@@H](CN(C)Cc2ccc(C(=O)O)cc2)Oc2ccc(NS(=O)(=O)c3cn(C)cn3)cc2C1=O was read as H37Rv inhibition 4%, influenza NS1A -21%, tuberculosis growth -6% and inhibitors of VEEV 1.6%.

An excerpt taken from the entries so far, for reference:
For O=C(Nc1ccc(F)cc1)c1ccccc1NC(=O)C1CCCCC1C(=O)O (stereo not given) the results were influenza NS1A -3% and inhibitors of VEEV inactive.
`Cc1cc(OCC(=O)Nc2ccc(N3CCCC3)cc2)cc(C)c1Cl` gave H37Rv inhibition 3%, influenza NS1A 16%, tuberculosis growth inconclusive, Salmonella PhoP GFP -10% and inhibitors of VEEV 4.8%.
For NC(=O)Nc1ccc(C(=O)N2CCN(S(=O)(=O)Cc3ccccc3)CC2)cc1 the results were H37Rv inhibition -14%, influenza NS1A -7%, tuberculosis growth -9% and inhibitors of VEEV 3.2%.
`COc1ccc(CCC(=O)Nc2nc(C)c(C(=O)N(C)C)s2)cc1` gave H37Rv inhibition 0%, influenza NS1A 24%, tuberculosis growth 16%, Salmonella PhoP GFP -6% and inhibitors of VEEV 2.3%.
Screening O=C(O)c1ccccc1CSc1nnnn1-c1ccccc1 returned H37Rv inhibition 7%, influenza NS1A -11%, tuberculosis growth 10%, Salmonella PhoP GFP 7% and inhibitors of VEEV inactive.
C[C@H](CO)N1C[C@H](C)[C@@H](CN(C)Cc2ccc(C(=O)O)cc2)Oc2ccc(NS(=O)(=O)c3cn(C)cn3)cc2C1=O was read as H37Rv inhibition 4%, influenza NS1A -21%, tuberculosis growth -6% and inhibitors of VEEV 1.6%.

Next part.
`O=C(Nc1ccc(N2CCCCC2)cc1)C(Cl)c1ccccc1` (stereo not given) gave H37Rv inhibition 5%, influenza NS1A 4%, tuberculosis growth 58%, Salmonella PhoP GFP -14% and inhibitors of VEEV 0.7%.
Screening COC(=O)c1cn(Cc2ccc(C(F)(F)F)cc2)cc(F)c1=O returned H37Rv inhibition 3%, influenza NS1A 1%, tuberculosis growth -6%, Salmonella PhoP GFP 1% and inhibitors of VEEV inactive.
Screening Cc1nnc(NC(=O)CSc2ncnc3scc(-c4ccccc4)c23)s1 returned H37Rv inhibition 4%, influenza NS1A -4%, tuberculosis growth -3%, Salmonella PhoP GFP -5%, inhibitors of VEEV 3.6% and inhibitors of VEEV 10K pilot screen 1.0.
For COc1cccc(C(=O)NNC(=O)CCc2ccccc2)c1 the results were H37Rv inhibition 1%, influenza NS1A -5%, tuberculosis growth -6%, Salmonella PhoP GFP 6% and inhibitors of VEEV 0.3%.
For Cc1ccc(CNC(C)c2ccccc2)cc1 (stereo not given) the results were H37Rv inhibition -4%, influenza NS1A 7%, tuberculosis growth 9%, Salmonella PhoP GFP -8% and inhibitors of VEEV 2.7%.
`O=C(NNc1cccc(Cl)n1)Nc1ccccc1F` gave H37Rv inhibition 6%, influenza NS1A 4%, tuberculosis growth 18%, Salmonella PhoP GFP -5% and inhibitors of VEEV 0.3%.
`CCc1sc(C(=O)Nc2ncccc2O)cc1C` gave H37Rv inhibition 5%, influenza NS1A 4%, tuberculosis growth 76%, Salmonella PhoP GFP -4% and inhibitors of VEEV 0.5%.
Screening COc1ccc(N2CCN(S(=O)(=O)c3ccc4c(c3)NC(=O)C(C)S4)CC2)cc1 (stereo not given) returned H37Rv inhibition 7%, influenza NS1A -2%, tuberculosis growth -5%, Salmonella PhoP GFP 0% and inhibitors of VEEV 3.0%.
`Cc1cc(Cl)c(S(=O)(=O)Nc2ccc3c(c2)OCO3)cc1OCC(N)=O` gave H37Rv inhibition 3%, influenza NS1A 1%, tuberculosis growth -16%, Salmonella PhoP GFP 4% and inhibitors of VEEV 2.2%.
`Cc1ccc(NC(=O)COC(=O)C2C3CC4OC(=O)C2C4C3)cc1Cl` (stereo not given) gave H37Rv inhibition -14%, influenza NS1A 6%, tuberculosis growth -11%, Salmonella PhoP GFP 6% and inhibitors of VEEV 0.4%.
CN(CC(=O)Nc1ccc(F)cc1)C(=O)c1ccc(-c2ccc(Cl)cc2)o1 was read as H37Rv inhibition 5%, influenza NS1A -6%, tuberculosis growth 20%, Salmonella PhoP GFP -7% and inhibitors of VEEV 7.1%.
Screening O=C(c1cc(COc2cccc(C(F)(F)F)c2)on1)N1C[C@H]2CC[C@H]1C2 returned H37Rv inhibition 2%, influenza NS1A -6%, tuberculosis growth 19%, Salmonella PhoP GFP -7% and inhibitors of VEEV 3.4%.
Screening NC(=O)CSc1nnc(-c2cccnc2)n1CCc1ccccc1 returned influenza NS1A -2%, tuberculosis growth -23%, Salmonella PhoP GFP -5% and inhibitors of VEEV 2.4%.
Screening Cc1cc(C)c2[nH]c(=O)c(CN(CC3CCCO3)C(=O)c3cnccn3)cc2c1 (stereo not given) returned H37Rv inhibition -12%, influenza NS1A -23%, tuberculosis growth -5%, Salmonella PhoP GFP -9% and inhibitors of VEEV 10%.
Screening COc1cc(OC)cc(Oc2ccc(S(=O)(=O)N3CCCCC3)cc2[N+](=O)[O-])c1 returned H37Rv inhibition 10%, influenza NS1A 1%, tuberculosis growth 5%, Salmonella PhoP GFP 10% and inhibitors of VEEV 2.5%.
`CCN(C(=S)NCCOC)c1cccc2ccccc12` gave H37Rv inhibition 4%, influenza NS1A -4%, tuberculosis growth 1%, Salmonella PhoP GFP -1% and inhibitors of VEEV 2.4%.
`CCn1cc(C(=O)N(CCCN2CCOCC2)Cc2ccco2)c(=O)c2ccc(C)nc21` gave H37Rv inhibition -12%, influenza NS1A -14%, tuberculosis growth 8%, Salmonella PhoP GFP 3% and inhibitors of VEEV 0.9%.
Screening O=C1CC(N2CCN(c3ccccn3)CC2)C(=O)N1CC(c1ccccc1)c1ccccc1 (stereo not given) returned H37Rv inhibition 3%, influenza NS1A 4%, tuberculosis growth inconclusive, Salmonella PhoP GFP 5% and inhibitors of VEEV 1.9%.
Screening Cc1ccc(S(=O)(=O)CCC(=O)OCC(=O)N(C)Cc2ccccc2)cc1 returned influenza NS1A -3% and inhibitors of VEEV 0.8%.
Screening COc1cccc(N2C(=NC(=O)CCC3CCCC3)SC3CS(=O)(=O)CC32)c1 (stereo not given) returned H37Rv inhibition 4%, influenza NS1A 9%, tuberculosis growth -26%, Salmonella PhoP GFP -21% and inhibitors of VEEV inactive.
Screening CCC(C)(C(=O)NC1CCCC1)N(Cc1cccs1)C(=O)Cc1cccs1 (stereo not given) returned H37Rv inhibition 8%, influenza NS1A 1%, tuberculosis growth 7%, Salmonella PhoP GFP -7% and inhibitors of VEEV 2.4%.
CCOC(=O)c1ccc(NC(=O)CSc2nnc(CNC(=O)c3ccccc3F)o2)cc1 was read as H37Rv inhibition -5%, influenza NS1A 2%, tuberculosis growth 24%, Salmonella PhoP GFP 14% and inhibitors of VEEV inactive.
`CN1CCN(CC(=O)N2c3ccccc3C(=O)Nc3cccnc32)CC1` gave H37Rv inhibition -4%, tuberculosis growth -5% and Salmonella PhoP GFP 7%.
For COc1ccc(CNCc2cc3c(C(C)(C)C)nn(-c4ccccc4)c3[nH]c2=O)cc1 the results were H37Rv inhibition inconclusive, influenza NS1A -2%, tuberculosis growth 42%, Salmonella PhoP GFP -3% and inhibitors of VEEV inactive.
For O=C(Nc1ccc2nsnc2c1)c1cccs1 the results were H37Rv inhibition 1%, influenza NS1A -2%, tuberculosis growth -8%, Salmonella PhoP GFP -9% and inhibitors of VEEV 4.9%.
`O=C1CN(c2ccc(F)cc2)C(=S)N1c1ccccc1` gave H37Rv inhibition -2%, influenza NS1A -12%, tuberculosis growth 2%, Salmonella PhoP GFP -7% and inhibitors of VEEV inactive.
Screening CCOc1ccc(-c2cc(C(=O)NCC3CCCO3)c3ccccc3n2)cc1 (stereo not given) returned H37Rv inhibition 17%, influenza NS1A -9%, tuberculosis growth 18%, Salmonella PhoP GFP 2% and inhibitors of VEEV 7.3%.
For O=C(N/N=C/c1ccncc1)c1nn(Cc2ccccc2)c(=O)c2ccccc12 the results were H37Rv inhibition 4%, influenza NS1A 1%, tuberculosis growth 6%, Salmonella PhoP GFP 3% and inhibitors of VEEV 1.5%.
For O=C(CSc1nnc2ccccn12)NNC(=O)c1ccc(F)cc1 the results were H37Rv inhibition -8%, influenza NS1A 0%, tuberculosis growth -7%, Salmonella PhoP GFP 11% and inhibitors of VEEV inactive.
